From PubChem
VEEV TC-83 Vero: inhibitors of VEEV TC-83 cytopathic effect, confirmation, Vero cells (AID 588727); Vero cells, VEEV TC-83 cytopathic effect inhibition; higher % means a stronger effect; hit rate 0.13% among 350,000; one-dose inhibition, % at 20 µM; IC50 in µM for titrated hits; in the data active means a potency from the dose series; inconclusive means inhibition mostly from about 14% at the one dose, without a potency; inactive means the rest, 99 in 100 with inhibition below about 12%; further: strong numbers were not always called active
M. tuberculosis HTS: M. tuberculosis growth inhibition, HTS (AID 449762); inhibition, % at 25 µM; hits with a dose series show IC50 in µM; hit rate 0.59% among 330,000; M. tuberculosis H37Rv growth inhibition, 7H9 media; higher % means a stronger effect; in the data active means a potency from the dose series; inconclusive means inhibition above about 70% without an active follow-up result;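 further: bacterial growth assessed after seven days of incubation; strong numbers were not always called active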
H1N1 NS1A inhibition: H1N1 influenza NS1A inhibitors, functional cell based assay (AID 504329); hit rate 0.3% among 340,000; inhibition, % at 12.5 µM; hits with a dose series show IC50 in µM; NS1A functional cell-based assay, percent inhibition; higher % means a stronger effect; in the data active means a potency from the dose series; inconclusive means inhibition above about 27% without an active follow-up result; further: strong numbers were not always called active
tuberculosis growth: growth inhibition of non-replicating M. tuberculosis (AID 488890); Mycobacterium tuberculosis non-replicating, growth inhibition; higher % means a stronger effect; one-dose inhibition, % at 25 µM; IC50 in µM for titrated hits; hit rate 0.39% among 320,000; in the data active means a potency from the dose series; inconclusive means inhibition mostly from about 82% at the one dose, without a potency; inactive means the rest, 99 in 100 with inhibition below about 76%;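 further: plate controls were DMSO cells for no effect and high antibiotic wells for full effect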
Salmonella PhoP GFP: PhoP regulon inhibitors, Salmonella typhi PhoP promoter GFP reporter, confirmatory (AID 1850); Salmonella Typhi PhoP-promoter GFP reporter, fluorescence, 4 h; higher % means a stronger effect; one-dose inhibition, % at 50 µM; IC50 in µM for titrated hits; hit rate 0.33% among 310,000; in the data active means a potency from the dose series; inconclusive means inhibition mostly from about 25% at the one dose, without a potency; inactive means the rest, 99 in 100 with inhibition below about 19%;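 further: 0% = induced wells with vehicle and 100% = uninduced wells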
VEEV TC-83 Vero 10K pilot screen: second read-out of VEEV TC-83 Vero, no call of its own (marks repeat the call); inhibition, %; measured here: 10K pilot screen inhibition
Starred values were filed as active, the others as inactive; i = inactive; ? = inconclusive; / = no result given.

Start of the data: the first 15 records, ahead of the listing:
SMILES | VEEV TC-83 Vero | M. tuberculosis HTS | H1N1 NS1A inhibition | tuberculosis growth | Salmonella PhoP GFP | others
O=C(Cc1ccc(Cl)cc1)Nc1ccc(-c2nnc(-c3ccco3)o2)cc1 | 0.2% | 6% | 2% | 21% | 0%
CC(C)C[C@H](NC(=O)c1nc[nH]c1C(=O)NC1CCN(C(=O)OC(C)(C)C)CC1)C(=O)OCc1ccccc1 | 1.5% | 22µM* | -5% | 48% | -10%
CN(CC(=O)Nc1ccc(Cl)c(C(F)(F)F)c1)C(=O)CCN1C(=O)C2CCCCC2C1=O (stereo unspecified) | 7.1% | -2% | -2% | 1% | 5%
Cc1ccc(NC(=O)COC(=O)C2CSC3(C)CCC(=O)N23)c(C)c1 (stereo unspecified) | 2.1% | 3% | 2% | -6% | /
O=C(O)C1CC(=O)N(c2ccc3c(c2)OCCO3)C1 (stereo unspecified) | 0.9% | -9% | 14% | / | 0%
Cc1ccc(Cl)cc1NC(=S)N(CCN(C)C)C(C)c1ccccn1 (stereo unspecified) | 1.4% | 16% | 17% | -1% | 12%
C#Cc1ccc([C@H]2C=C(C(=O)N3CCN(Cc4ccc5c(c4)OCO5)CC3)O[C@@H](OCc3ccc(CO)cc3)C2)cc1 | 2.4% | ? | 4% | 36% | -3%
Cn1nc(C(F)(F)F)c2cc(C(=O)Nc3ccc(F)c(Cl)c3)sc21 | i | 10% | -1% | 56% | -17%
COCCn1c(SCC(=O)Nc2ccc(N3CCOCC3)cc2)nc2ccccc21 | 1.8% | -2% | 19% | -12% | -9%
N#Cc1cc(C(=O)c2cc(Cl)ccc2O)cn(CC2CCCO2)c1=O (stereo unspecified) | i | 0% | 2% | 4% | 2%
CC(C)C(NC(=O)c1ccc(C(C)(C)C)cc1)C(=O)N1CCC(C(N)=O)CC1 (stereo unspecified) | 3.8% | 0% | -4% | 11% | /
CN1CCC(=NNC(=O)c2cn(-c3ccccc3)nc2-c2ccccc2)CC1 | 0.1% | 10% | 9% | 2% | -7% | VEEV TC-83 Vero 10K pilot screen=0.7
COC(=O)c1ccc(C(=O)Nc2cc(Cl)ccc2Cl)cc1NC(=O)c1ccccc1C | 5.1% | / | -2% | / | -8%
CC1(C)CC(=O)C(C2(O)C(=O)N(Cc3ccccc3)c3ccccc32)CO1 (stereo unspecified) | 3.2% | -7% | 4% | 68% | 1%
Cc1cc(C)n(/N=C/c2ccccc2)c(=O)c1C#N | i | -1% | -3% | -5% | 0%

Results, repeating the preview:
SMILES | VEEV TC-83 Vero | M. tuberculosis HTS | H1N1 NS1A inhibition | tuberculosis growth | Salmonella PhoP GFP | others
O=C(Cc1ccc(Cl)cc1)Nc1ccc(-c2nnc(-c3ccco3)o2)cc1 | 0.2% | 6% | 2% | 21% | 0%
CC(C)C[C@H](NC(=O)c1nc[nH]c1C(=O)NC1CCN(C(=O)OC(C)(C)C)CC1)C(=O)OCc1ccccc1 | 1.5% | 22µM* | -5% | 48% | -10%
CN(CC(=O)Nc1ccc(Cl)c(C(F)(F)F)c1)C(=O)CCN1C(=O)C2CCCCC2C1=O (stereo unspecified) | 7.1% | -2% | -2% | 1% | 5%
Cc1ccc(NC(=O)COC(=O)C2CSC3(C)CCC(=O)N23)c(C)c1 (stereo unspecified) | 2.1% | 3% | 2% | -6% | /
O=C(O)C1CC(=O)N(c2ccc3c(c2)OCCO3)C1 (stereo unspecified) | 0.9% | -9% | 14% | / | 0%
Cc1ccc(Cl)cc1NC(=S)N(CCN(C)C)C(C)c1ccccn1 (stereo unspecified) | 1.4% | 16% | 17% | -1% | 12%
C#Cc1ccc([C@H]2C=C(C(=O)N3CCN(Cc4ccc5c(c4)OCO5)CC3)O[C@@H](OCc3ccc(CO)cc3)C2)cc1 | 2.4% | ? | 4% | 36% | -3%
Cn1nc(C(F)(F)F)c2cc(C(=O)Nc3ccc(F)c(Cl)c3)sc21 | i | 10% | -1% | 56% | -17%
COCCn1c(SCC(=O)Nc2ccc(N3CCOCC3)cc2)nc2ccccc21 | 1.8% | -2% | 19% | -12% | -9%
N#Cc1cc(C(=O)c2cc(Cl)ccc2O)cn(CC2CCCO2)c1=O (stereo unspecified) | i | 0% | 2% | 4% | 2%
CC(C)C(NC(=O)c1ccc(C(C)(C)C)cc1)C(=O)N1CCC(C(N)=O)CC1 (stereo unspecified) | 3.8% | 0% | -4% | 11% | /
CN1CCC(=NNC(=O)c2cn(-c3ccccc3)nc2-c2ccccc2)CC1 | 0.1% | 10% | 9% | 2% | -7% | VEEV TC-83 Vero 10K pilot screen=0.7
COC(=O)c1ccc(C(=O)Nc2cc(Cl)ccc2Cl)cc1NC(=O)c1ccccc1C | 5.1% | / | -2% | / | -8%
CC1(C)CC(=O)C(C2(O)C(=O)N(Cc3ccccc3)c3ccccc32)CO1 (stereo unspecified) | 3.2% | -7% | 4% | 68% | 1%
Cc1cc(C)n(/N=C/c2ccccc2)c(=O)c1C#N | i | -1% | -3% | -5% | 0%
Cc1ccc2nc(NC(=O)CCNS(=O)(=O)c3ccc(Br)s3)sc2c1 | 4.9% | 50% | 3% | 22% | -1%
COc1ccc(NC(=O)[C@@H]2CCCN2S(=O)(=O)c2ccccc2F)cc1S(=O)(=O)N1CCCCC1 | 1.8% | 6% | -4% | 28% | /
COc1ccc(-c2cn[nH]c2-c2ccc(OCc3ccccc3F)cc2O)cc1OC | 4.4% | -11% | 0% | 6% | 0%
Cc1ncsc1C(=O)Nc1nc2c(s1)CCCC2 | i | -7% | 4% | 11% | 9%
CCOc1ccc(CN2CCN(Cc3cc4ccccc4[nH]3)CC2CCO)cc1 (stereo unspecified) | 0.1% | / | 8% | / | / | VEEV TC-83 Vero 10K pilot screen=1.0
CCCN1CCN(C(=O)c2ccc(CS(=O)c3ccc(F)cc3)o2)CC1 (stereo unspecified) | 1.2% | 1% | 0% | -18% | 12%
COc1ccc(C(=O)NC2CCCc3c2cnn3-c2cc(F)cc(F)c2)c(OC)c1OC (stereo unspecified) | 0.6% | -1% | -7% | 16% | -8%
NC(=S)C(c1ccccc1)c1ncc(C(F)(F)F)cc1Cl (stereo unspecified) | 0.5% | 3% | -13% | -18% | -9%
CCC(C)NC(=O)c1cn(CC)c2cc(N3CCN(C(=O)c4ccco4)CC3)c(F)cc2c1=O (stereo unspecified) | 8.9% | 9.3µM* | 10% | 54% | -13%
O=C(COC(=O)CCCN1C(=O)c2cccc3cccc(c23)C1=O)Nc1cccc(Br)c1 | 1.5% | 2% | -1% | -18% | -2%
CCOC(=O)C(C)On1c(-c2ccccc2)nc2ccc([N+](=O)[O-])cc21 (stereo unspecified) | 8.7% | 0% | -5% | 28% | -1%
COc1ccc(N2CCN(C(CNC(=O)C(C)(C)C)c3ccco3)CC2)cc1 (stereo unspecified) | 0.5% | 8% | -3% | -8% | 3%
O=C(OCCN1C(=O)c2ccccc2C1=O)c1ccco1 | 2.1% | -9% | 1% | / | -2%
CN(C)S(=O)(=O)c1cccc(CSc2cccc[n+]2[O-])c1 | 0.6% | -3% | 2% | -7% | 7%
O=C(CCC(=O)Nc1ccc(F)cc1)N/N=C/c1ccc(O)cc1O | 0.8% | -3% | 9% | 5% | 7%
O=C(O)COc1cccc(/C=C2/SC(=S)N(Cc3ccccc3)C2=O)c1 | 3.2% | 1% | 14% | -5% | -6%
NC(=O)c1ccc(NC(=O)COC(=O)/C=C/c2ccc3c(c2)OCO3)cc1 | i | 2% | 6% | 3% | 20%
Cc1cc(C)cc(C(=O)OCC(=O)N2CCCC2)c1 | 0.2% | 9% | 1% | 60% | 0%
N#C/C(=C/c1ccc(N2CCCCC2)o1)c1cccc(F)c1 | i | 12% | 10% | 62% | 4%
CCOC(=O)c1c(-c2ccccc2)csc1NC(=O)CSc1nnnn1C | i | 7% | 10% | 19% | -3%
CN1CCN(c2ccc(Cl)cc2NC(=O)CN2C(=O)NC(C)(c3ccccc3)C2=O)CC1 (stereo unspecified) | 0.4% | 2% | 1% | 12% | 8%
COc1ccc(Cl)cc1NS(=O)(=O)c1cccc(C(=O)NCC(c2ccco2)N(C)C)c1 (stereo unspecified) | 1.6% | -14% | -9% | 6% | 4%
CCCCNC(=O)c1cc2n(n1)C(C(F)(F)F)CC(c1ccccc1)N2 (stereo unspecified) | 0.0% | ? | -2% | 65% | -12%
COC(=O)c1ccccc1NC(=O)Nc1ccc(Br)cn1 | 0.7% | -9% | 4% | -11% | -11%
Cc1cc(N2C(=O)C(O)=C(C(=O)c3cc4ccccc4o3)C2c2ccc(Br)cc2)no1 (stereo unspecified) | 0.6% | 37% | 10% | ? | -15%
CCOC(=O)C1=C(c2ccccc2)NC(=S)NC1C (stereo unspecified) | 0.8% | 0% | -13% | 20% | -9%
O=C(CCS(=O)(=O)Cc1ccccc1)N1CCN(c2ccc([N+](=O)[O-])cc2)CC1 | i | 3% | -5% | 14% | 4%
CC1CCC2(CC1)NC(=O)N(CC(=O)N1CCN(S(=O)(=O)c3ccccc3)CC1)C2=O (stereo unspecified) | 5.3% | 0% | -6% | -8% | 5%
O=C(Nc1ccc(Br)cc1)N1CCc2ccccc2C1 | 4.8% | 4% | -7% | 50% | -7%
COc1ccccc1CNC(=O)c1nn(C)c2c1CS(=O)(=O)c1ccccc1-2 | 2.7% | -15% | -18% | 2% | -13%
CC(C)CCOCc1nc2sc3c(c2c(=O)[nH]1)CCC(C)C3 (stereo unspecified) | 1.7% | -5% | -1% | / | -8%
CC1CCCC1/C(=N/O)c1ccccc1 (stereo unspecified) | 0.9% | -4% | -1% | 9% | -2%
CCCS(=O)(=O)N1CCCC(C(=O)NCCCN2CCCC2=O)C1 (stereo unspecified) | 2.2% | -8% | 9% | 1% | -5%
Cc1ccc(OCCSc2nc3ccccc3n2CCC(=O)O)cc1 | 0.8% | 4% | -4% | -3% | -5%
COc1cccc(C2c3[nH]c4ccccc4c3CCN2C(=O)c2ccccc2F)c1OC (stereo unspecified) | 3.6% | 64% | -8% | 12% | -8%
CCN1CCN(CCC(=O)Nc2ccc(F)c(F)c2)CC1 | 1.5% | 2% | 0% | 11% | -1%
Cc1c(NC(=O)COC(=O)CCC(=O)c2ccc(Cl)cc2)c(=O)n(-c2ccccc2)n1C | 0.6% | -8% | 0% | -10% | 3%
O=C(NCc1ccncc1)C1CCN(S(=O)(=O)c2ccc(Cl)c(C(F)(F)F)c2)CC1 | 3.9% | / | -10% | / | /
CCOC(=O)C1CCN(C(=O)Cc2cccs2)CC1 | 3.1% | -9% | 0% | 4% | 3% | VEEV TC-83 Vero 10K pilot screen=0.7
O=C(O)Cc1ccc(S(=O)(=O)Nc2ccccc2C(=O)O)cc1 | 1.1% | 14% | 12% | -8% | 4%
COc1cc(C(=O)Nc2ccc(-c3nnc(-c4ccco4)o3)cc2)cc(OC)c1OC | 7.3% | -6% | -6% | -12% | -7%
COc1ccc(Nc2cc(C)nc3ncnn23)cc1 | 1.8% | / | 4% | / | /
Cc1c(CCO)c(=O)[nH]n1S(=O)(=O)c1ccc(Cl)cc1Cl | 2.2% | -17% | 0% | 2% | -2%
Nc1n[nH]c(N)c1N=Nc1ccc2c(c1)OCO2 | 6.4% | 32% | 2% | 19% | 2%
Cc1ccc(OCc2cc(C(=O)N(C)Cc3cnc4ccccn34)no2)cc1C | i | 20µM* | -2% | 65% | 7%
Next compounds
SMILES | VEEV TC-83 Vero | M. tuberculosis HTS | H1N1 NS1A inhibition | tuberculosis growth | Salmonella PhoP GFP | others
Cc1ccc(NC(=O)CC2Oc3ccccc3NC2=O)c(C)c1 (stereo unspecified) | i | 0% | -6% | -3% | -14%
COc1cc(Nc2c3c(nc4ccccc24)CCCC3)cc(OC)c1OC | 10.0% | 0% | -12% | -3% | -4%
Cc1cccc(Cn2c(C(C)(C)C)cc3cccnc32)c1 | 2.5% | -1% | 0% | 25% | 9%
CC(=O)O[C@@]12CO[C@@H]1C[C@H](O)[C@@]1(C)C(=O)[C@H](O)C3=C(C)[C@@H](OC(=O)[C@H](O)[C@@H](NC(=O)c4ccccc4)c4ccccc4)C[C@@](O)([C@@H](OC(=O)c4ccccc4)C12)C3(C)C (stereo partly specified) | i | -4% | -10% | 74% | 2%
COC(=O)c1ccccc1NS(C)(=O)=O | 0.1% | -4% | 15% | -3% | /
